Screening data: PubChem BioAssay, several laboratories
ssDAF12 agonist = S. stercoralis DAF-12 activation, primary screen | HEK293 ssDAF-12/GRIP1 lit1-tk-luc reporter, luminescence; % of 3 µM dafachronic acid response | activation, % at 6.8 µM | 1% of 370,000 active | AID 652126;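 active = activation above the mean over all tested compounds plus 3 SD, cut at about 0.9% in these data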;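 note: 0% = DMSO-only wells and 100% = 3 µM delta7-dafachronic acid wells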
GAA850 FXN act = increases GAA850 frataxin promoter reporter activity | HEK293 lucGAA850 FXN promoter luciferase reporter, 24 h; percent of 10 µM SAHA response | activation, % at 6 µM | 0.56% of 360,000 active;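 active = activation above the average of all compounds screened plus 3 SD, cutoff fixed separately per campaign, cut at about 7.5% in these data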;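 note: 0% = DMSO wells and 100% = 10 µM SAHA wells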
DAX1 inh-1 = inhibitors of human orphan nuclear receptor DAX1 (NR0B1) | AID 504766 | inhibition, % at 6.75 µM | 0.99% of 340,000 active | HEK293 Gal4-DAX1 luciferase reporter, luminescence | P51843;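 active = inhibition above the mean over all tested compounds plus 3 SD, cut at about 4.2% in these data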;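 note: 0% = DAX1-transfected cells with DMSO and 100% = empty-vector control cells with DMSO; inhibition shows as a rise in luminescence from relieved DAX1 repression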
Target sequence (P51843 207-470 limits assumed): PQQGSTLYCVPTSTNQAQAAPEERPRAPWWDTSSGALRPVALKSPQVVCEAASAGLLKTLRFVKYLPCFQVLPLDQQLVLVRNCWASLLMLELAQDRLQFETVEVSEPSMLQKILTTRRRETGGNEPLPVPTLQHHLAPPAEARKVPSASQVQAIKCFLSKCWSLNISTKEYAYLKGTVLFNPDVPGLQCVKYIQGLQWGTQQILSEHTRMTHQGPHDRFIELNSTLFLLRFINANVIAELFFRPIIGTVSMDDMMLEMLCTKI
ADAM10 inh = ADAM10 inhibition, QFRET primary screen; O14672; recombinant ADAM10, EDANS/DABCYL FRET peptide cleavage, 3 h; inhibition, % at 7 µM; 0.62% of 370,000 active; AID 720582;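 active = inhibition above a per-campaign cutoff equal to the mean of compounds falling between control-based bounds plus 3 SD, cut at about 20% in these data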;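 note: 0% = DMSO wells while the 100% control is not disclosed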
DAX1 inh-2 = DAX1 (NR0B1) inhibition, primary screen; 1.1% of 370,000 active; inhibition, % at 6.8 µM; HEK293T StAR-luciferase reporter, SF-1/DAX-1 repression relief; AID 652010;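 active = inhibition above the mean over all tested compounds plus 3 SD, cut at about 3.6% in these data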;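 note: 0% = DAX-1 cells with DMSO and 100% = cells lacking DAX-1 with DMSO; higher inhibition means more luminescence from relief of DAX-1 repression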
hcDAF-12 act = activators of H. contortus DAF-12 nuclear receptor. HEK293 hcDAF-12 lit1-tk-luc reporter, luminescence; 0% DMSO, 100% Δ7-dafachronic acid. activation, % at 6.8 µM. 1.4% of 370,000 active;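 active = activation above the mean of all tested compounds plus 3 SD, cut at about 5.5% in these data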;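 note: 100% = response to 3 µM Δ7-dafachronic acid high control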
HGIII-sPLA2 inh = Blocks human group III sPLA2 activity; Q9NZ20; QFRET BODIPY PC-A2 liposome hydrolysis, fluorescence; inhibition, % at 12.2 µM; 0.56% of 370,000 active; AID 743126;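 active = inhibition above mean plus 3 SD of compounds lying within the high and low control bounds, cut at about 19% in these data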;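 note: 0% = median of test compound wells and 100% = no enzyme DMSO wells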
Target sequence (Q9NZ20 whole entry, looked up): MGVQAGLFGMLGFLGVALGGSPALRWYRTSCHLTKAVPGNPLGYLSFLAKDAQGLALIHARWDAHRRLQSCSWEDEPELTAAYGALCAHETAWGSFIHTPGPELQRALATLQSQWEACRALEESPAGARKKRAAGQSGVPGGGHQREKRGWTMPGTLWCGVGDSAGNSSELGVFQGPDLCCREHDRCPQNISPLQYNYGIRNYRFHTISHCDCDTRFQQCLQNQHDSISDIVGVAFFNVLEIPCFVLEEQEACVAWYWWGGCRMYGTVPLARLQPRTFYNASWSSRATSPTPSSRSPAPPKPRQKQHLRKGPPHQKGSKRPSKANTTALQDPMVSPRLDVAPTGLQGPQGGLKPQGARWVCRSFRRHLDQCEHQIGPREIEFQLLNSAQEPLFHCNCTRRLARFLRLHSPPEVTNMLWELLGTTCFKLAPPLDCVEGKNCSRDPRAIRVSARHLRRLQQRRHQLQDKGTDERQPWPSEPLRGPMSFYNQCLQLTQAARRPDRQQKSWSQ
GC-B act = GC-B (human) receptor activation | HEK293-GC-B cells, CNP EC30, cGMP TR-FRET; 0% at EC30 CNP, 100% saturating CNP | activation, % at 10 µM | 0.11% of 370,000 active | AID 1920062;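 active = activation at 10 µM reaching about 35% in either raw or pattern-adjusted values, limit read from the data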
SMARCA2 act = SMARCA2 function activation, primary screen. MG213 cells, MMTV-luciferase reporter, dexamethasone, overnight. activation, % at 9.1 µM. 1% of 370,000 active. AID 652017; in the data active = activation above about 7.8%;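 note: 0% = vehicle wells and 100% = reference activator wells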
GC-A act = GC-A (human) enzyme activation; HEK293 GC-A cells, cGMP TR-FRET, EC30 ANP; 0% at EC30 ANP, 100% saturating ANP; activation, % at 10 µM; 0.14% of 370,000 active; AID 1671463; in the data active = activation above about 40%
hgDAF12 agonist = activates the H. glycines DAF-12 receptor ligand-binding domain; activation, % at 6.8 µM; 1.8% of 370,000 active; HEK293 GAL4-hgDAF12 UAS-luciferase reporter, agonist luminescence; normalized to butyrate control;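 active = activation above a cutoff set at the mean of all screened compounds plus 3 SD, cut at about 10% in these data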;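 note: 0% = DMSO wells and 100% = sodium butyrate wells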
* hit, by the source's call; · = no result given.

SMILES	ssDAF12 agonist	GAA850 FXN act	DAX1 inh-1	ADAM10 inh	DAX1 inh-2	hcDAF-12 act	HGIII-sPLA2 inh	GC-B act	SMARCA2 act	GC-A act	hgDAF12 agonist
Cc1ccc(/C=N/NC(=O)c2cccc(NC(=O)c3ccccc3Cl)c2)o1	-0.6	2.9	-1.1	4.7	0.9	-1.0	-4.7	4.1	1.6	1.3	-0.9
COC(=O)Cc1[nH]nc2c1C(c1ccc(O)c(OC)c1)C(C#N)=C(N)O2 (stereo unspecified)	-2.0	-1.3	-0.6	-7.7	-0.1	-1.5	1.9	-3.8	-2.3	-0.1	1.4
COc1ccc(S(=O)(=O)N2CCc3cc(OC)c(OC)cc3C2)cc1	-1.9	1.6	0.4	10.6	-0.5	-0.1	1.4	-3.8	-1.2	0.1	-0.7
CCCCNC(=O)c1onc(CSc2cc(C)cc(C)c2)c1C(=O)O	-0.1	1.6	0.6	-11.7	-0.4	-1.2	-7.7	4.4	1.1	2.6	1.1
COC(=O)c1ccc(Oc2nc(NC(C)C)nc(NC(C)C)n2)cc1	-1.4	4.0	1.2	5.5	0.1	0.8	-4.2	-5.6	-3.7	2.3	-1.6
COc1ccc(O)c(/C=N/NC(=O)c2cccc(N3CCCC3=O)c2)c1	-0.8	-2.2	1.5	-3.4	-0.5	-1.8	1.0	4.4	-2.8	0.1	-0.2
Cc1cc(C)c(C(=O)OCc2csc(CC(=O)Nc3ccccc3C)n2)c(C)c1	-1.0	0.3	2.0	13.3	0.1	-0.9	-52.9	-3.1	-2.1	-1.2	0.6
COc1cc(C(=O)C(=O)c2ccc(O)c(OC)c2)ccc1O	0.0	0.0	-0.5	5.7	0.7	2.8	9.0	-1.3	1.9	2.9	1.0
COc1ccccc1OCc1csc(N)n1	-1.6	0.9	-0.3	-2.8	-0.2	0.9	-1.7	0.3	-0.5	4.7	-0.2
Cc1cccc(NC(=O)c2ccc(OCc3c(C)noc3C)cc2)c1	-1.8	-0.6	-1.0	-0.3	-2.4	-2.7	-2.2	1.8	1.0	2.8	4.9
CCC(=O)N1CCN(c2ccc(NC(=S)NC(=O)c3ccc(OC)c([N+](=O)[O-])c3)cc2)CC1	-2.3	-1.7	-0.8	18.3	-3.2	-2.3	-7.2	1.1	-5.8	3.6	-4.0
Cc1ccc(S(=O)(=O)NC(=O)c2ccc(Br)o2)c(C)c1	-1.2	1.0	-0.9	1.0	-0.7	-1.6	0.7	2.0	1.7	1.2	-1.1

As entered above.
COc1ccc(S(=O)(=O)N2CCc3cc(OC)c(OC)cc3C2)cc1 – hcDAF-12 act = -0.1
COc1ccc(O)c(/C=N/NC(=O)c2cccc(N3CCCC3=O)c2)c1 – GAA850 FXN act = -2.2
Cc1cc(C)c(C(=O)OCc2csc(CC(=O)Nc3ccccc3C)n2)c(C)c1 – DAX1 inh-2 = 0.1

Three structures out of the list, arranged by SMILES length, rising:
SMILES	ssDAF12 agonist	GAA850 FXN act	DAX1 inh-1	ADAM10 inh	DAX1 inh-2	hcDAF-12 act	HGIII-sPLA2 inh	GC-B act	SMARCA2 act	GC-A act	hgDAF12 agonist
Cc1cccc(NC(=O)c2ccc(OCc3c(C)noc3C)cc2)c1	-1.8	-0.6	-1.0	-0.3	-2.4	-2.7	-2.2	1.8	1.0	2.8	4.9
CCCCNC(=O)c1onc(CSc2cc(C)cc(C)c2)c1C(=O)O	-0.1	1.6	0.6	-11.7	-0.4	-1.2	-7.7	4.4	1.1	2.6	1.1
COc1ccc(O)c(/C=N/NC(=O)c2cccc(N3CCCC3=O)c2)c1	-0.8	-2.2	1.5	-3.4	-0.5	-1.8	1.0	4.4	-2.8	0.1	-0.2

Full records, quoted from the list. Screens in order: ssDAF12 agonist | GAA850 FXN act | DAX1 inh-1 | ADAM10 inh | DAX1 inh-2 | hcDAF-12 act | HGIII-sPLA2 inh | GC-B act | SMARCA2 act | GC-A act | hgDAF12 agonist
`COc1cc(C(=O)C(=O)c2ccc(O)c(OC)c2)ccc1O` is listed with 0.0 | 0.0 | -0.5 | 5.7 | 0.7 | 2.8 | 9.0 | -1.3 | 1.9 | 2.9 | 1.0
`COc1ccc(S(=O)(=O)N2CCc3cc(OC)c(OC)cc3C2)cc1` is listed with -1.9 | 1.6 | 0.4 | 10.6 | -0.5 | -0.1 | 1.4 | -3.8 | -1.2 | 0.1 | -0.7
`Cc1cccc(NC(=O)c2ccc(OCc3c(C)noc3C)cc2)c1` is listed with -1.8 | -0.6 | -1.0 | -0.3 | -2.4 | -2.7 | -2.2 | 1.8 | 1.0 | 2.8 | 4.9

Going on with the list:
SMILES	ssDAF12 agonist	GAA850 FXN act	DAX1 inh-1	ADAM10 inh	DAX1 inh-2	hcDAF-12 act	HGIII-sPLA2 inh	GC-B act	SMARCA2 act	GC-A act	hgDAF12 agonist
Cn1nc(-c2ccc(Cl)cc2)c2cc(C(=O)NCC3CCCO3)sc21 (stereo unspecified)	-0.1	-0.1	-1.5	-473.8	0.2	1.4	-1.7	5.5	-2.1	13.6	-1.4
Cc1ccc(NC(=O)c2sc3nc(C)cc(C)c3c2N)cc1	-0.2	2.4	4.2	-13.6	2.4	7.8*	-3.1	3.5	9.9*	-52.1	12.4*
O=S(=O)(NC1CCCCC1N1CCN(c2ccc(F)cc2)CC1)c1ccccc1 (stereo unspecified)	-1.2	0.1	-0.4	7.7	0.6	-0.8	5.1	7.5	-1.5	0.6	1.1
CCOC(=O)c1cc(CC)sc1/N=C/C1=C(O)CC(C)(C)CC1=O	-1.1	1.6	-0.7	-5.6	-0.8	0.6	23.2*	-0.7	0.3	1.4	2.8
COCCN(C(=O)c1cc(-c2ccc(F)cc2)nc2ccccc12)c1c(N)n(CC(C)C)c(=O)[nH]c1=O	-0.7	2.0	0.8	-11.5	1.9	1.1	0.9	1.6	-1.7	-2.0	-0.7
CN1CCN(NC(=O)CSc2ccc(Cl)cc2Cl)CC1	-0.4	1.1	0.4	1.1	0.1	2.3	5.5	-2.0	1.1	3.2	-1.4
COc1cccc(CNC(=O)C[C@H]2CC[C@H]3[C@@H](COc4ccc(NC(=O)c5cccs5)cc4C(=O)N3C)O2)c1	-1.1	·	·	8.6	-0.3	-1.1	-27.7	-1.2	-3.2	1.4	7.3
N#Cc1c(C(F)(F)F)cc(C2CC2)nc1N1CCCC1	-0.4	3.0	-0.3	-25.5	1.8	1.3	0.0	0.1	1.7	4.0	0.6
O=C(CCn1nnc2ccccc21)N1CCN(c2ccc(F)cc2)CC1	-0.5	·	·	-6.3	0.6	-1.2	2.8	-4.2	1.3	-0.3	-0.7
CCNC(=S)N/N=C1\CCCCc2ccccc21	-1.4	-6.1	0.0	-5.9	-0.3	3.9	13.3	1.7	-1.7	-3.9	-0.7
CCCc1cc(=O)[nH]c(SCC(=O)Nc2sc3c(c2C#N)CCC(C)C3)n1 (stereo unspecified)	-1.0	2.7	-0.5	4.2	0.3	-0.9	-26.5	-0.8	3.0	-3.4	0.5
Cc1cccc(S(=O)(=O)N2C[C@@H](O)COC[C@@H]3O[C@H](CC(=O)NCCCN4CCOCC4)CC[C@H]32)c1	-0.7	·	·	6.3	0.6	0.4	-0.9	2.6	-2.1	2.3	-1.1
Cc1ccccc1CSc1nnc(-c2ccncc2)o1	-1.4	0.3	0.4	-8.8	1.1	-0.3	5.8	-1.1	1.1	3.5	3.9
O=C1NC(=O)C([N+](=O)[O-])=C(O)C1=O	0.3	-0.8	0.6	-1.4	0.2	-0.2	5.5	-1.4	2.9	1.7	0.7
CCN(CC(=O)NC(C)(C)C)C(=O)c1ccccc1SCC(=O)NC1CCCCCCC1	-1.2	0.7	-0.4	-11.6	-1.6	-1.9	1.1	1.5	3.9	4.6	-2.0
CCc1ccccc1NC1=NCC(=O)N1Cc1ccc2c(c1)OCO2	-1.3	-1.1	-1.3	-4.1	-1.4	-2.6	1.5	0.1	1.5	-1.2	-3.2
CCn1c(Cc2ccc(OC)cc2)nnc1SCC(=O)Nc1ccc(N2CCOCC2)cc1	-1.7	-0.5	-1.4	7.8	-0.6	0.1	1.4	-4.8	1.7	-2.4	0.1
Cc1cc(C)cc(N(CC(=O)NC(C)(C)C)C(=O)CCC(=O)Nc2nccs2)c1	-0.6	-1.5	-1.1	1.1	-0.4	-1.2	0.8	-4.5	3.1	-9.8	-0.2
CCc1nnc(NC(=O)C(c2ccccc2)c2ccccc2)s1	-0.8	-1.8	-0.9	1.8	0.0	0.2	-15.1	-1.1	-3.9	2.6	1.2
Cc1[nH]nc2c1C(c1ccco1)C(C#N)=C(N)O2 (stereo unspecified)	-0.8	-0.7	-0.4	-6.5	-0.1	2.0	3.7	5.9	0.0	3.1	0.3
O=C(Cc1ccccc1)NCC1COc2ccccc2O1 (stereo unspecified)	-1.4	-1.4	0.9	3.4	0.2	1.2	6.1	2.4	-2.7	-0.9	-0.7
O=C(C1CCN(S(=O)(=O)c2cccnc2)CC1)N1CCCCC1	-1.2	0.8	-1.7	-9.4	0.5	-0.4	-3.3	2.1	1.3	2.0	0.3
NC1=NC2(CCCCC2)N(c2ccc(F)cc2F)C(N)=N1	-0.8	1.8	1.5	-0.3	0.2	-0.1	-2.5	-4.9	1.2	6.4	3.1
COc1ccccc1NC(=S)N(Cc1ccco1)Cc1cc2ccc(C)c(C)c2[nH]c1=O	0.6	1.2	-1.3	-5.3	-0.9	0.6	-5.8	-2.9	-2.0	0.1	-3.3
Cc1noc(C)c1COc1ccccc1C(=O)NCCc1ccc(Cl)cc1	-1.4	2.0	0.4	-23.2	1.0	-0.5	3.3	-9.5	0.5	-17.6	0.3
CC1(C(=O)NC2CCCCCCC2)CCC(=O)N1Cc1ccco1 (stereo unspecified)	-1.1	-0.3	0.4	-6.6	1.0	-0.5	3.3	1.6	-1.7	-1.9	-1.2
COC(=O)CCc1ccc(OCC(O)CNC(C)C)cc1 (stereo unspecified)	-1.1	0.0	-0.5	-13.6	-0.5	-0.5	2.0	1.3	-4.3	0.1	2.1
CCOC(=O)C1CCN(CCCSc2ccccc2)CC1	-0.6	1.9	-0.5	-0.6	0.6	2.6	-4.7	-2.2	4.7	3.3	-1.2
O=C(CSc1nc2sc3c(c2c(=O)[nH]1)CCCC3)NCCO	-1.0	-0.6	0.7	-75.7	0.9	0.7	1.4	-6.2	-6.3	-0.6	-0.2
O=S(=O)(NCc1ccc(F)cc1)c1ccc(-n2cccn2)cc1	-1.1	-1.1	0.3	6.1	0.5	0.1	-6.5	0.8	0.8	3.6	-2.3
COc1ccc(OCC(=O)N/N=C(\C)c2cc3ccccc3o2)cc1	-0.7	5.1	-0.6	-0.2	0.0	1.8	8.0	-1.7	1.9	7.5	4.8
O=C(COc1ccccc1)OCC(=O)c1ccc(S(=O)(=O)N2CCCCC2)cc1	-1.4	-0.7	1.6	-3.5	-2.5	0.1	1.3	-1.2	-2.9	-4.2	-2.3
O=C(CSc1ccc(F)cc1)Nc1cccc(S(=O)(=O)N2CCOCC2)c1	-1.5	-0.4	-0.2	-2.1	-1.0	-0.5	-7.9	1.1	-2.8	-2.8	0.0
Cc1ccc(NC(=O)N2CCN(C/C=C/c3ccccc3)CC2)cc1	-1.2	0.9	1.6	-2.5	-0.2	-2.5	-3.9	-1.2	-4.5	3.4	-3.4

Outcome played no part in choosing rows; about 6.6% have a hit in one of these screens.
